PERK inhibitor – block of dimerizer-induced PERK translation repression, primary screen, PERK inhibitor project, CHO PERK-DD cells, SEAP luminescence, HTS; CHO PERK-DD fusion, SEAP luminescence translation reporter; AID 1416, 2008; actives 0.17% (n = 220,000); inhibition, % at 5.6 µM;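 active means inhibition above the mean inhibition of all tested compounds plus 3 SD, set separately per screening campaign, cut at about 2.9% in these data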;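 further: PERK kinase domain activated by AP20187 dimerizer at 100 nM; 0% = DMSO with dimerizer and 100% = rapamycin at 8.4 µM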
Target sequence (Q9NZJ5 whole entry, looked up, the tested form may be a part): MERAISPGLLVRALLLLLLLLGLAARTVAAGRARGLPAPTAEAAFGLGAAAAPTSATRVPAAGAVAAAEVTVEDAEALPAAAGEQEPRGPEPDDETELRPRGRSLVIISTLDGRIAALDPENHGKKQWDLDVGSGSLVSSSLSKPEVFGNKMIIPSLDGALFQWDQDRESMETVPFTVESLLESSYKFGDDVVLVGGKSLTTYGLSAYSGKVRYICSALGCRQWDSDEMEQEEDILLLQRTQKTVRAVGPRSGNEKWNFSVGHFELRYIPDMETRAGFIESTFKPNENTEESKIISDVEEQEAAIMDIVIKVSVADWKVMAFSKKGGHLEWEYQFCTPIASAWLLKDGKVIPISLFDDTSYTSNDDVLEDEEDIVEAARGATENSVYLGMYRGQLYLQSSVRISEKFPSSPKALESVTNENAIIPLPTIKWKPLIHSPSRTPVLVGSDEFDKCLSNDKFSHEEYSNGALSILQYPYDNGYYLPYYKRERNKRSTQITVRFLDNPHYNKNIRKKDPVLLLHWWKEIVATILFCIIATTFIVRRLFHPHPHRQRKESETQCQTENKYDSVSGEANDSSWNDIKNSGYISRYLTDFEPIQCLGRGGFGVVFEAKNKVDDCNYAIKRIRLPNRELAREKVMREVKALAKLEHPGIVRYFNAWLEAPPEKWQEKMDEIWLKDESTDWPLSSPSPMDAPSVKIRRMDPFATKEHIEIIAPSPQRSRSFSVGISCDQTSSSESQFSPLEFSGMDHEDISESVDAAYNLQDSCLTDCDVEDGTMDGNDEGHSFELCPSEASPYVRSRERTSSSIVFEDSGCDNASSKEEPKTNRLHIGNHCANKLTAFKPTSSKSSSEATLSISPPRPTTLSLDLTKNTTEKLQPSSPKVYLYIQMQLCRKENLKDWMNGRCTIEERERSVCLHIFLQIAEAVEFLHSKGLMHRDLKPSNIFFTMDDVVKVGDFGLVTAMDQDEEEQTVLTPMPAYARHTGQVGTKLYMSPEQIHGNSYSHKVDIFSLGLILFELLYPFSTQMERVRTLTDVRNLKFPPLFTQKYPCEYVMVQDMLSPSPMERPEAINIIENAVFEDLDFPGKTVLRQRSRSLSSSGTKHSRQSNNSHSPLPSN
Wee1 degr inh – Wee1 degradation inhibitors, primary screen, cell-based, HeLa, Wee1K328M-luciferase, luminescence | reporter increase, % at 5 µM | Wee1-like protein kinase (Homo sapiens), P30291 | actives 1.2% (n = 220,000) | HeLa Luc-Wee1K328M stability; 100% = proteasome inhibitor MG132 effect;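 active means activation above the mean of all tested compounds plus 3 SD, set per screening run, cut at about 8.8% in these data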;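 further: cells exposed to compound for 20 h before luminescence read; 0% = DMSO alone and 100% = MG132 at 30 µM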
KLK5 inh – human KLK5 protease inhibitors, primary screen, biochemical, 1536-well; AID 873, 2007; Kallikrein-5 (Homo sapiens), Q9Y337; recombinant hK5, fluorogenic AMC substrate cleavage; inhibition, % at 5 µM; actives 0.59% (n = 210,000);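 active means inhibition of 40% or more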;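 further: 0% = enzyme controls without compound and 100% = no-enzyme blanks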
FXIIa inh – human FXIIa protease inhibitors, primary screen, biochemical, 1536-well | Coagulation factor XII (Homo sapiens), P00748 | purified FXIIa, Boc-QGR-AMC fluorogenic substrate, 2 h | inhibition, % at 5 µM | actives 0.3% (n = 220,000); in the data active means inhibition above about 40%;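 further: 0% = enzyme with no compound and 100% = blank without enzyme; many of its hits are not listed in these tables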
KCC2 mod – KCC2 cotransporter modulators, thallium flux, primary screen, cell-based, HEK293 KCC2, FluoZin-2 fluorescence, MLSMR; KCC2 cells, thallium flux FluoZin-2 fluorescence; B-score of Tl+ flux slope (higher = more flux/activation; lower = inhibition) at 10 µM; actives 2.2% (n = 190,000);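 active means thallium flux slope and its plate-corrected score both differing from the plate sample mean at a set confidence after two filtering rounds, in either direction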;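 further: slope of fluorescence scaled to starting intensity during 10 to 20 s after thallium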
Furin inh – human furin inhibitors, primary screen, biochemical, fluorescence intensity. purified furin, fluorogenic substrate cleavage. actives 0.061% (n = 220,000). inhibition, % at 30 µM; in the data active means inhibition above about 25%; further: inactives centre near -15
FXIa inh 1536 – human FXIa protease inhibitors, primary screen, biochemical, 1536-well; Coagulation factor XI (Homo sapiens), P03951; purified FXIa, Boc-Glu-Ala-Arg-AMC fluorogenic substrate; inhibition, % at 5 µM; actives 0.14% (n = 220,000);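 active means inhibition of at least 40%; inactive means inhibition below 40%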;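 further: fluorescence of freed AMC excited at 355 nm; 0% = enzyme without compound and 100% = no enzyme blank; many of its hits are not listed in these tables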
p97 inhibitor – inhibitors of human p97 ATPase, primary screen, biochemical | recombinant p97 ATPase, Kinase-Glo ATP luminescence, 3 h | inhibition, % at 8 µM | actives 0.42% (n = 220,000) | AID 1481, 2009; in the data active means inhibition above about 15%;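 further: 0% = DMSO vehicle and 100% = wells lacking enzyme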
thrombin 1536 – human alpha-thrombin inhibitors, primary screen, counter-screen for coagulation protease inhibitor project, biochemical, 1536-well, fluorogenic AMC substrate; Boc-VPR-AMC fluorogenic substrate cleavage; inhibition, % at 5 µM; actives 0.26% (n = 220,000);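 active means inhibition at or above 40%; inactive means inhibition below 40%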;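 further: 0% = enzyme with no compound and 100% = wells without enzyme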
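Material: Human alpha-thrombin protein | Buffer or medium: pH 7.5 Tris-saline with Tween 20 | Reagent: Boc-VPR-AMC substrate, 15 µM final | Schedule: Reaction at ambient temperature | Detection: AMC fluorescence at 355 nm excitation and 460 nm emission | Evaluation: Percent inhibition scaled between no-compound controls and no-enzyme blanks | Controls: no-compound enzyme wells and no-enzyme blanks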
* hit, by the source's call; x = not tested or not shown; [ ] = another dose, or the depositor's remark.

SMILES | PERK inhibitor | Wee1 degr inh | KLK5 inh | FXIIa inh | KCC2 mod | Furin inh | FXIa inh 1536 | p97 inhibitor | thrombin 1536
COC(=O)CC/C(=N/Nc1ccc(Cl)c(Cl)c1)C(=O)OC | -0.5 | -0.8 | 4.6 | 16.6 | -0.432 | -18.7 | 2.4 | 0.2 | 2.1
COc1ccc(C(=O)Nc2ccccc2C(=O)N/N=C/c2ccc(O)c(OC)c2)cc1 | -0.8 | -3.6 | -3.9 | 4.5 | x | -11.6[20 µM] | -3.1 | -94.0 | -3.3
COc1ccc(N(C)S(=O)(=O)c2ccc(C)cc2)c([N+](=O)[O-])c1 | 0.1 | -4.3 | 0.6 | x | 0.55 | -20.8 | 4.7 | 1.7 | -4.1
COC(=O)C1=C(C)N(C)C(=O)NC1c1ccc(C)cc1 (stereo not drawn) | 1.1 | 1.7 | -26.9 | 12.7 | x | -14.9 | -1.4 | 3.7 | -0.5
Cc1csc(NC(=O)c2cc(C)nc3ccccc23)n1 | 0.2 | 5.3 | 1.2 | 10.2 | -0.314 | -9.4 | 3.9 | -2.8 | 4.5
Cc1cccc(NC(=O)Cn2c([N+](=O)[O-])cnc2C)c1C | 0.8 | 0.0 | -13.3 | 0.5 | -0.467 | -6.8 | -6.6 | 3.7 | -10.2
CCOC(=O)C1(CC2CC2)CCN(C(=O)c2cccnc2C)CC1 | 0.7 | 1.7 | 2.6 | 7.9 | -0.069 | -19.7 | 1.3 | 3.1 | 2.5
O=C(c1ccccc1OCc1ccccc1Br)N1CCN(c2ncccn2)CC1 | -0.5 | -2.1 | -0.2 | 12.3 | -2.54 | -17.2 | -3.2 | -6.1 | -6.3
C#CCOC(=O)C1C2C=CC(C2)C1C(=O)O (stereo not drawn) | 1.3 | -0.9 | -26.1 | 8.3 | 0.694 | -20.5 | -3.6 | 3.9 | -3.5
CC(C)N1CCC(NC(=O)Nc2ccc3c(c2)OCO3)CC1 | 1.2 | -0.9 | 2.7 | 10.0 | 1.26 | -27.2 | -1.7 | 3.2 | -7.2
N/C(=N\O)c1cccc(CS(=O)(=O)c2ccccn2)c1 | -0.3 | 2.4 | 34.3 | 9.4 | -0.504 | -9.9 | -0.2 | -9.4 | 5.2
S=c1nc(-c2ccccc2Cl)[nH][nH]1 | 0.1 | 0.2 | -0.1 | 10.7 | x | -29.3 | 0.3 | 7.4 | -8.6
O=C(NCc1cccnc1)c1sc2ccccc2c1Cl | -0.2 | -2.6 | -13.2 | 11.4 | -0.8 | -22.2[20 µM] | 7.4 | 0.9 | -6.2
Cc1ccc(NC(=O)c2ccco2)c(NC(=O)Cc2cccs2)c1 | -0.4 | 0.0 | -0.9 | 20.1 | 1.78 | -18.1[20 µM] | 3.1 | 0.2 | 3.2
Cc1nc2sc3c(c2c(=O)o1)CCC3 | 1.3 | -2.2 | -26.6 | 5.5 | -0.0608 | -28.0[20 µM] | -14.2 | 5.1 | -4.0
Fc1cccc(CN2CCN(Cc3nc(-c4cnccn4)no3)CC2)c1 | 0.4 | -0.6 | -0.2 | 8.0 | 0.297 | -19.3 | -21.0 | 3.0 | -2.7
CC(C)[C@H](NC(=O)c1ccco1)C(=O)OCC(=O)N1CCc2ccccc21 | -2.2 | 1.3 | 7.8 | 20.0 | x | -11.1[20 µM] | 3.8 | -7.8 | 2.1
C/C(=C\C(=O)c1ccc(C)o1)Nc1ccc2c(c1)OCO2 | 1.2 | 3.5 | -9.5 | -3.9 | -0.909 | -40.7[20 µM] | -11.6 | -0.4 | -6.0
O=C(NCCc1ccc(Cl)cc1)C1CCN(S(=O)(=O)c2ccc(Br)s2)CC1 | 0.0 | 3.8 | -16.9 | 2.9 | -0.335 | -35.4 | -6.0 | -0.2 | 3.6
O=c1[nH][nH]c(-c2ccccc2O)c1C(C[N+](=O)[O-])c1ccc(Br)cc1 (stereo not drawn) | 1.1 | -2.4 | -20.4 | 3.4 | 1.64 | -11.9 | -6.3 | -4.2 | -4.4
O=C(CCN1C(=O)c2cccnc2C1=O)NC1CCCCCC1 | 0.3 | 0.6 | 5.5 | 15.0 | x | -15.4 | -0.3 | 2.7 | 1.6
CC1CCCCN1S(=O)(=O)c1cccc2cccnc12 (stereo not drawn) | 0.7 | -0.7 | -8.1 | 12.7 | 0.152 | -9.6 | 2.8 | -2.4 | -4.8
Cc1csc(N(C(=O)Cc2ccccc2F)c2ccccc2)n1 | -0.3 | -0.4 | -9.6 | 7.6 | 0.273 | -14.0 | -3.6 | -1.3 | -7.8
Cc1ccc(S(=O)(=O)N(CC(=O)Nc2cccc(N(C)S(C)(=O)=O)c2)c2ccc(Cl)c(Cl)c2)cc1 | -1.4 | 0.9 | -19.6 | 12.6 | x | -11.9[20 µM] | 10.4 | -5.3 | 3.3
FC(F)(F)c1cc(-c2ccco2)nc(-n2nnc3ccccc32)n1 | 0.7 | -0.5 | -51.3 | 23.9 | 0.731 | -28.5 | 15.9 | 2.9 | -1.9

Another view of some results above:
compound	PERK inhibitor	Wee1 degr inh	KLK5 inh	FXIIa inh	KCC2 mod	Furin inh	FXIa inh 1536	p97 inhibitor	thrombin 1536
Cc1nc2sc3c(c2c(=O)o1)CCC3	1.3	-2.2	-26.6	5.5	-0.0608	-28.0[20 µM]	-14.2	5.1	-4.0
Fc1cccc(CN2CCN(Cc3nc(-c4cnccn4)no3)CC2)c1	0.4	-0.6	-0.2	8.0	0.297	-19.3	-21.0	3.0	-2.7

(next part)
SMILES | PERK inhibitor | Wee1 degr inh | KLK5 inh | FXIIa inh | KCC2 mod | Furin inh | FXIa inh 1536 | p97 inhibitor | thrombin 1536
CCCCC(=O)N1CCCC(c2nc3c(nnn3Cc3cc(C)ccc3C)c(=O)[nH]2)C1 (stereo not drawn) | -0.9 | -1.6 | -2.5 | 10.5 | -1.81 | -24.3 | 1.8 | -1.7 | -3.4
O=C(Nc1ccc(SC(F)(F)F)cc1)c1ccccn1 | -0.6 | 5.0 | -0.7 | x | 0.177 | -24.2 | -3.1 | -3.2 | -5.2
CCOc1ccccc1NC(=O)CSc1nc2nc(-c3cccs3)cc(C(F)(F)F)c2c(=O)[nH]1 | 0.7 | -1.1 | 11.5 | 15.8 | -3.02 | -22.1 | 8.6 | 7.2 | 4.4
Cn1nnnc1SCC(=O)Nc1ccccn1 | 0.2 | 3.5 | -22.2 | 0.4 | 2.07 | -16.9[20 µM] | -1.2 | -3.6 | -1.6
CN=C1NN=C(c2cc(C)n(-c3c(C)n(C)n(-c4ccccc4)c3=O)c2C)CS1 | 0.7 | -1.8 | -23.2 | 5.2 | 1.41 | -7.0 | -1.6 | 5.7 | -5.4
O=c1c(C(c2ccc(F)cc2)c2c(O)nc3n(c2=O)CCS3)c(O)nc2n1CCS2 | 1.4 | 0.5 | -0.9 | 2.3 | -0.188 | -8.8 | -3.7 | 7.1 | -8.0
O=C(Nc1cccc(O)c1)c1ccc(C(=O)c2ccccc2)o1 | 0.4 | 3.3 | -3.0 | 5.6 | -0.455 | -10.9 | 4.5 | 2.2 | -5.6
COc1ccc(S(=O)(=O)N/N=C(/C)c2cccc(NC(=O)c3ccccc3Cl)c2)cc1 | -0.8 | 1.4 | 4.4 | 6.5 | 0.309 | -15.0[20 µM] | -1.9 | -0.1 | -0.7
c1ccc(CCNc2ccc3nncn3n2)cc1 | 0.7 | 1.5 | -0.4 | 14.0 | -1.16 | -15.3 | 3.0 | -5.2 | -3.6
COc1ccc(CCNC(=O)c2ccc(SC)cc2OC)cc1 | 0.0 | 4.5 | x | 7.5 | -1.1 | -5.5 | 7.8 | -1.7 | -5.6
O/N=C1/C2C3C(Br)C4C5CC(C1C53)C24 (stereo not drawn) | 0.7 | -0.4 | -5.6 | 1.5 | -0.131 | -11.5 | 0.7 | -0.5 | 0.6
COc1ccc(NS(=O)(=O)c2cc(NC(=O)[C@@H](NC(N)=O)C(C)C)ccc2C)cc1 | -0.1 | 1.1 | 1.9 | 5.4 | 1.18 | -27.2 | 0.3 | 2.3 | -3.1
COc1ccc(CCN2CC34C=CC(O3)C(C(=O)NCc3ccccc3)C4C2=O)cc1OC (stereo not drawn) | 0.3 | 0.0 | -2.6 | 4.5 | x | -1.9 | 2.7 | 4.1 | 3.0
COC(=O)Cc1c(O)ccn(CCc2ccc(OC)c(OC)c2)c1=O | 0.6 | -1.0 | 3.5 | 23.0 | 0.174 | -12.2 | -1.0 | 1.8 | 4.8
CCOC(=O)c1c(N)sc(C(=O)Nc2ccc3c(c2)OCO3)c1C | 0.0 | -1.5 | 2.2 | 7.6 | -1.27 | -0.4 | -1.1 | -17.7 | -1.9
Cc1cc(C)c(OCC(=O)NCC2CCCO2)c(C)c1 (stereo not drawn) | 0.6 | -2.3 | 2.0 | 9.8 | 1.73 | -20.2 | -1.6 | -0.1 | -4.7
CC1Cc2cc(/C(O)=C3/C(=O)C(=O)N(CCCN(C)C)C3c3ccncc3)ccc2O1 (stereo not drawn) | 0.9 | 2.3 | -23.6 | 0.2 | 1.98 | -14.4[20 µM] | -5.3 | 6.0 | -0.4
O=S(=O)(c1cccs1)N1CCN(Cc2nc3ccccc3s2)CC1 | -1.4 | -2.6 | -4.7 | -4.1 | -0.903 | -16.6[20 µM] | -2.0 | -4.4 | -10.9
Cn1c(NC(=O)c2ccc(Cl)cc2Cl)cc(=O)n(C)c1=O | 0.6 | 0.2 | -8.3 | 11.1 | x | -29.7 | -0.6 | 4.1 | -5.6
O=C(NC(c1ccccc1)c1ccccc1)C1CCCO1 (stereo not drawn) | 0.7 | 4.2 | -0.9 | 8.6 | -0.00321 | -34.2 | -1.6 | 3.6 | 3.2
Nc1ccc2c(c1)COc1ccccc1O2 | 0.7 | -0.1 | -20.8 | 5.1 | -0.711 | -21.6 | -3.4 | 5.3 | 0.3
CC(C)Nc1nc(NC(C)C)nc(N(C)N)n1 | -0.7 | -0.4 | -64.4 | 11.9 | -1.14 | -9.5[20 µM] | 2.0 | 5.2 | 2.5
Cc1nnc(SCc2ccc(C(=O)Nc3cc(Cl)ccc3C)cc2)s1 | 0.4 | -1.8 | -10.6 | 8.9 | 0.0684 | -11.2 | 4.2 | 2.9 | -16.6
O=C(Nc1ccc([N+](=O)[O-])cc1)c1cc2ccccc2nc1Cl | 0.3 | -1.4 | 3.5 | 2.8 | 0.613 | -20.5 | 0.9 | 6.3 | -2.4

Compound profiles (already shown). Values in the order: PERK inhibitor | Wee1 degr inh | KLK5 inh | FXIIa inh | KCC2 mod | Furin inh | FXIa inh 1536 | p97 inhibitor | thrombin 1536
O=S(=O)(c1cccs1)N1CCN(Cc2nc3ccccc3s2)CC1 is entered as -1.4 | -2.6 | -4.7 | -4.1 | -0.903 | -16.6[20 µM] | -2.0 | -4.4 | -10.9
COc1ccc(S(=O)(=O)N/N=C(/C)c2cccc(NC(=O)c3ccccc3Cl)c2)cc1 is entered as -0.8 | 1.4 | 4.4 | 6.5 | 0.309 | -15.0[20 µM] | -1.9 | -0.1 | -0.7
COc1ccc(CCN2CC34C=CC(O3)C(C(=O)NCc3ccccc3)C4C2=O)cc1OC (stereo not drawn) is entered as 0.3 | 0.0 | -2.6 | 4.5 | x | -1.9 | 2.7 | 4.1 | 3.0
COc1ccc(CCNC(=O)c2ccc(SC)cc2OC)cc1 is entered as 0.0 | 4.5 | x | 7.5 | -1.1 | -5.5 | 7.8 | -1.7 | -5.6
